Mtb BioA inh – blocks M. tuberculosis BioA enzyme activity | purified M. tuberculosis BioA enzyme, plate reader | inhibition, % at 9.99 µM | 360,000 compounds, 0.096% hits | AID 602481; in the data active = inhibition above about 40%; inconclusive = no clear call, values can overlap the other calls
FBA Mtb inh – inhibitors of M. tuberculosis fructose-bisphosphate aldolase; inhibition, % at 1 µM; 360,000 compounds, 2.3% hits; purified M. tuberculosis FBA, fluorescence read-out; P9WQA3; in the data active = inhibition above about 27%;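 also: 0% = vehicle and 100% = reference inhibitor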
Target sequence (P9WQA3 whole entry, looked up): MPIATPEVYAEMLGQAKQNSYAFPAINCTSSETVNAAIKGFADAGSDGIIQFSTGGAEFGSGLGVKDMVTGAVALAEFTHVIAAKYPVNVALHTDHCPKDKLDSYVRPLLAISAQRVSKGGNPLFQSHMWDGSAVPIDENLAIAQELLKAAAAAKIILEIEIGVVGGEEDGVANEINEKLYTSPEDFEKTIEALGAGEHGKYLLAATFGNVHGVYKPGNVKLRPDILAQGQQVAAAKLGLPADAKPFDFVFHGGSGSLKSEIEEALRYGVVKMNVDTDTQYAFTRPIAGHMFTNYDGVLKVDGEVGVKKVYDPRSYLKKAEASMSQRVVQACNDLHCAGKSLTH
Rv3671c protease – inhibitors of M. tuberculosis serine protease Rv3671c; P9WHR9; inhibition, % at 5.96 µM; 320,000 compounds, 0.048% hits; AID 2606; in the data active = inhibition above about 38%;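 also: extracellular domain of Rv3671c used as enzyme; 0% = enzyme with DMSO and 100% = no enzyme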
SARS 3CLpro inh – SARS-CoV 3CLpro protease inhibition; P0C6X7; recombinant SARS-CoV 3CLpro, quenched FRET peptide cleavage; inhibition, % at 6 µM; 290,000 compounds, 0.14% hits; in the data active = inhibition above about 12%
PriA SSB inh – blocks PriA binding to SSB C-terminal tail | AlphaScreen SSBct-PriA binding, biotinylated peptide | inhibition, % at 33 µM | 430,000 compounds, 0.6% hits; in the data active = inhibition mostly above about 37%, no sharp cut-off; inactive = mostly below about 20%;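 also: plate controls were negative control peptide for no effect and reference peptide for full effect; strong numbers were not always called active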
MazF activator – activators of E. coli MazEF toxin-antitoxin RNase; P0AE70; FAM/BHQ RNA-DNA oligo cleavage fluorescence, 5 h; 350,000 compounds, 0.32% hits; activation, % at 20 µM; AID 504720; in the data active = activation above about 50%
Target sequence (P0AE70 whole entry, looked up): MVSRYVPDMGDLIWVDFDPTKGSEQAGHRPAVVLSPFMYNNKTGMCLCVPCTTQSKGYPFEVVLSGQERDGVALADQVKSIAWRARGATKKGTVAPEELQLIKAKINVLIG
GDH-TPI counter – counter-screen for M. tuberculosis FBA inhibitors: GDH-TPI coupled enzymes | GDH-TPI coupled enzyme counterscreen, NADH absorbance | inhibition, % at 4.8 µM | 360,000 compounds, 1.2% hits; in the data active = inhibition above about 30%;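 also: 0% = DMSO wells and 100% = wells lacking the enzyme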
UGM FP inh – blocks M. tuberculosis UGM enzyme; P9WIQ1; purified UGM, fluorescence polarization probe displacement; inhibition, % at 10 µM; 320,000 compounds, 0.06% hits; in the data active = inhibition above about 10%, passing the limit was not always enough; inconclusive = no clear call, values can overlap the other calls
Target sequence (P9WIQ1 whole entry, looked up): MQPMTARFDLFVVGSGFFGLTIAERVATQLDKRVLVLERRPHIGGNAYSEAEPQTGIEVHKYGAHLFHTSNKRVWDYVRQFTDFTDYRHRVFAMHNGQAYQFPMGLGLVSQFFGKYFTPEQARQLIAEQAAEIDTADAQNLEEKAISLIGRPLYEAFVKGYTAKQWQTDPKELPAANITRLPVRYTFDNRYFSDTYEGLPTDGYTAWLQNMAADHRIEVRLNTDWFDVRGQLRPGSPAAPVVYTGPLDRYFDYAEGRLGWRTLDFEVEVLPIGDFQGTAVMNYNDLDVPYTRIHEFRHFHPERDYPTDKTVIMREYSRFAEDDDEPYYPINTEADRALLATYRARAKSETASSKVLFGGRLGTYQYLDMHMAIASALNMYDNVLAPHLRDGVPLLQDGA
Vc quorum ag – induces V. cholerae light production without autoinducers | V. cholerae BH1578 lux reporter, luminescence, 6 h | activation, % at 18.7 µM | 350,000 compounds, 0.16% hits | AID 588436; in the data active = activation mostly above about 9.7%, no sharp cut-off; inconclusive = no clear call, values can overlap the other calls; inactive = mostly below about 3.7%; also: not every result past the cut was called active; inactives centre near 0; reference of the scale not given here
VHR inh abs – DUSP3 (human) phosphatase inhibition. 290,000 compounds, 0.52% hits. recombinant VHR phosphatase, pNPP absorbance. P51452. inhibition, % at 13.3 µM; in the data active = inhibition above about 50%; also: some compounds called inactive have numbers as strong as hits
Target sequence (P51452 whole entry, looked up): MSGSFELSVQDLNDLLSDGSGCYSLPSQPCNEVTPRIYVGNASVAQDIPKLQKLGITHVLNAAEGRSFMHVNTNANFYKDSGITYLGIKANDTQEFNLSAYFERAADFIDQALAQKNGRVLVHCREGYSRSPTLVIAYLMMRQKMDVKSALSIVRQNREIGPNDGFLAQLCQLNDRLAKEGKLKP
An asterisk follows results filed as active; i = inactive; u = inconclusive; x = no result given; & = joins results of further samples. An excerpt. The share of hits here may be higher or lower than overall.

Values run as follows: Mtb BioA inh, FBA Mtb inh, Rv3671c protease, SARS 3CLpro inh, PriA SSB inh, MazF activator, GDH-TPI counter, UGM FP inh, Vc quorum ag, VHR inh abs
COc1ccc(C(=O)N[C@H](C(=O)NCCc2ccc3c(c2)OCCO3)C(C)C)cc1
 : 0.2, 1, 0, x, 5, 11, -10, 0.3, 0.3, x
CC(C)(C)c1ccc(OCCC(=O)OCC(=O)NC2CC2)cc1
 : -0.3, 0, -1, x, -13, 4, -3, -0.5, i, x
Cc1cc([N+](=O)[O-])ccc1NCc1ccccc1
 : 3.0, -4, -4, 1, -1, 3, 12, 0.1, 1.5, 38
CC(C)(C)C(=O)NC1CC2CCCC(C1)N2C(=O)Nc1ccccc1Cl (centres undefined)
 : -1.5, 1, x, 8, 1, 1, -12, -2.0, i, 22
CC1CCN(C(=O)CSc2ccc(-c3cccc([N+](=O)[O-])c3)nn2)CC1
 : -0.6, 2, 0, -3, 1, -4, 5, -1.0, i, -3
Cc1ccc(C(=O)NCc2ccccc2)c(F)c1F
 : x, -3, -3, 2, -14, 1, -2, -2.7, -0.2, 26
COC(=O)c1ccccc1NC(=O)CSc1ccccc1
 : 2.0, 5, -10, 0, 4, 1, 4, 2.1, -0.3, 32
O=C(Nc1ccccc1Cl)c1cc(C2CCCN(C(=O)CCCc3ccccc3)C2)on1 (centres undefined)
 : -1.1, -1, x, x, x, x, 7, x, i, x
Cc1cccc(-c2nc3c(s2)CCc2onc(-c4ccc(Br)cc4)c2-3)c1
 : 0.0, -1, 7, 3, -5, -6, 2, 1.7, 1.5, 25
O=c1[nH][nH]c(=O)c2c1[nH]c(=S)n2Cc1ccccc1
 : 0.2, -1, x, x, -2, 12, 9, x, i, x
CC(C)(C)n1nnnc1C(c1cccs1)N1CCN(c2ccccc2)CC1 (centres undefined)
 : 0.0, 2, -8, 1, 2, 9, 2, -0.2, -5.0, 14
COc1cc(CNc2ncnc3c2ncn3[C@H]2CN(Cc3cccc4ccccc34)C[C@@H](CO)O2)cc(OC)c1OC
 : 0.4, 0, x, x, x, x, -9, x, i, x
CC12CN3CC(C)(CN(C1)C3c1ccc(Cl)cc1Cl)C2O (centres undefined)
 : x, -1, 0, -4, -6, 0, -2, -0.3, -0.3, 22
CCOC(=O)c1[nH]c(C)c(C(=O)N2CCCC(Nc3ccc(C)c(C)c3)C2)c1C (centres undefined)
 : -5.8, 5, 14, -2, 7, -19, 5, 4.5, -0.3, 47
CC/C(=N\NC(=O)c1ccccc1Cl)c1ccc(Br)s1
 : 5.9, -2, 1, 0, x, -2, 17, 1.8, i, -14
Cc1nc(N2CCN(c3ccc(Cl)cc3)CC2)[nH]c(=O)c1C
 : 0.4, 2, 0, 1, -3, 4, 11, 0.4, i, 11
O=C1Nc2ccc(F)cc2C12Nc1ccccc1-c1nnc(SCc3ccccc3Cl)nc1O2 (centres undefined)
 : 0.7, -4, 5, 7, 10, -3, 18, -1.2, -0.2, 46
N#Cc1c(N2CCCCC2)nc(N)c2c(N)nc3c(c12)CC(CCl)O3 (centres undefined)
 : x, 16, -1, 4, 9, 1, 7, 6.1, -0.5, 26
Cc1ccc([N+](=O)[O-])cc1S(=O)(=O)NCC1COc2ccccc2O1 (centres undefined)
 : -0.5, 1, -11, -5, 15, 9, 5, -0.2, 1.0, -4
COc1ccc(NC(=O)c2ccco2)cc1S(=O)(=O)N1CCOCC1
 : 0.5, -1, 4, 2, -16, -7, 7, 4.2, -0.3, 7

An excerpt of these results, as comma-separated lines.
SMILES,Mtb BioA inh,FBA Mtb inh,Rv3671c protease,SARS 3CLpro inh,PriA SSB inh,MazF activator,GDH-TPI counter,UGM FP inh,Vc quorum ag,VHR inh abs
COc1ccc(C(=O)N[C@H](C(=O)NCCc2ccc3c(c2)OCCO3)C(C)C)cc1,0.2,1,0,x,5,11,-10,0.3,0.3,x
CC(C)(C)c1ccc(OCCC(=O)OCC(=O)NC2CC2)cc1,-0.3,0,-1,x,-13,4,-3,-0.5,i,x
Cc1cc([N+](=O)[O-])ccc1NCc1ccccc1,3.0,-4,-4,1,-1,3,12,0.1,1.5,38
CC(C)(C)C(=O)NC1CC2CCCC(C1)N2C(=O)Nc1ccccc1Cl (centres undefined),-1.5,1,x,8,1,1,-12,-2.0,i,22
CC1CCN(C(=O)CSc2ccc(-c3cccc([N+](=O)[O-])c3)nn2)CC1,-0.6,2,0,-3,1,-4,5,-1.0,i,-3
Cc1ccc(C(=O)NCc2ccccc2)c(F)c1F,x,-3,-3,2,-14,1,-2,-2.7,-0.2,26
COC(=O)c1ccccc1NC(=O)CSc1ccccc1,2.0,5,-10,0,4,1,4,2.1,-0.3,32
O=C(Nc1ccccc1Cl)c1cc(C2CCCN(C(=O)CCCc3ccccc3)C2)on1 (centres undefined),-1.1,-1,x,x,x,x,7,x,i,x
Cc1cccc(-c2nc3c(s2)CCc2onc(-c4ccc(Br)cc4)c2-3)c1,0.0,-1,7,3,-5,-6,2,1.7,1.5,25
O=c1[nH][nH]c(=O)c2c1[nH]c(=S)n2Cc1ccccc1,0.2,-1,x,x,-2,12,9,x,i,x
CC(C)(C)n1nnnc1C(c1cccs1)N1CCN(c2ccccc2)CC1 (centres undefined),0.0,2,-8,1,2,9,2,-0.2,-5.0,14
COc1cc(CNc2ncnc3c2ncn3[C@H]2CN(Cc3cccc4ccccc34)C[C@@H](CO)O2)cc(OC)c1OC,0.4,0,x,x,x,x,-9,x,i,x

Next section
Values run as follows: Mtb BioA inh, FBA Mtb inh, Rv3671c protease, SARS 3CLpro inh, PriA SSB inh, MazF activator, GDH-TPI counter, UGM FP inh, Vc quorum ag, VHR inh abs
CCOc1ccc(NC(=O)CN(c2cc(C)cc(C)c2)S(=O)(=O)c2c(C)noc2C)cc1
 : 0.3, 4, 2, 0, -14, 9, 13, 0.6, -0.2, 14
COc1ccc(C(CC(=O)O)NC(=O)COc2ccccc2)cc1 (centres undefined)
 : -0.1, 0, -1, 8, -5, -13, 1, -0.4, -1.4, 13
COCCN(C(=O)c1ccco1)c1nc(-c2ccccc2)cs1
 : 1.7, -2, -1, -4, -26, -2, 3, -2.5, -0.7, 4
CC(=O)c1ccc(NC(=O)COC(=O)C2CC3C=CC2C3)cc1 (centres undefined)
 : 3.6, 3, 3, x, -6, 6, 10, -0.9, i, x
CCc1nc(SCc2nc3ccccc3[nH]2)c2oc3ccccc3c2n1
 : 9.2, -2, -10, 3, -7, 2, 11, -1.8, i, 19
COc1cnc(-c2ccccn2)nc1Oc1ccccc1Cl
 : -1.7, 3, -4, 4, 2, 4, -10, 0.0, x, -5
CCOc1ccc(NC(=S)N2CCN(S(=O)(=O)c3ccc(OC)cc3)CC2)cc1
 : -0.1, 1, x, -3, -1, 4, -9, -3.7, -0.3, -9
Cc1cc(C)n(-c2nc(O)cc(=O)[nH]2)n1
 : -2.0, -2, 1, 0, 6, 8, -3, 0.2, i, 22
CC(C)OC(=O)C(C)Nc1n[nH]c(=S)[nH]c1=O (centres undefined)
 : x, 6, x, 0, 7, -11, 9, x, -0.5, 5
CCc1nc2ccc(C(=O)Nc3cccc(NS(C)(=O)=O)c3)cn2c1N(CC)Cc1cccc(Br)c1
 : 1.2, 1, x, x, x, x, -1, x, i, x
Nn1c(SCC(=O)Nc2cccc(F)c2)nnc1C1CCCCC1
 : 0.5, 3, -3, -4, -15, 0, -11, -0.5, 7.1, 14
Cc1cc(C)c(C(=O)CSc2n[nH]c(-c3ccncc3)n2)c(C)c1
 : x, -3, -4, -1, -6, 12, 5, 1.6, 0.6, 2
Cc1cc(C(=O)OCC(=O)N(CC(C)C)c2c(N)n(Cc3ccccc3)c(=O)[nH]c2=O)c2ccccc2n1
 : -0.8, -1, -4, x, -1, -3, 2, -3.3, 0.9, x
O=C(NCc1ccc(N2CCCC2=O)cc1)c1cn(Cc2ccccc2)nn1
 : -1.4, 1, 7, -4, -17, 7, 5, -0.8, -7.1, 15
C=CCN1C(=O)c2ccc(C(=O)N3CCN(S(=O)(=O)c4cc(C)ccc4C)CC3)cc2C1=O
 : -1.4, 3, -1, x, 3, 0, 6, 2.3, i, x
Cc1ccnc(NS(=O)(=O)c2ccc(NC(=O)c3cc(-c4ccccc4)nc4ccccc34)cc2)n1
 : x, 0, -11, 5, -3, 1, 5, 2.2, i, 0
CCOc1ccccc1NC(=S)Nn1cnnc1
 : -2.0, 4, -8, 3, -24, 4, 2, -3.2, -0.1, -2
O=C(c1cc(N2C(=O)C3C4CCC(C4)C3C2=O)ccc1Cl)N1CCCCCC1 (centres undefined)
 : x, 0, -2, 5, 2, -1, -1, 0.7, i, 12
COc1c(-c2ccccc2)oc2c(ccc3occc32)c1=O
 : -0.7, 7, -13, x, -10, 8, 10, 8.7, i, x
COc1ccc2c(=O)c(C(=O)NCCc3ccccc3)c[nH]c2c1
 : 0.0, 1, -6, -1, -6, 5, 7, -0.6, i, -2

Following part.
Values run as follows: Mtb BioA inh, FBA Mtb inh, Rv3671c protease, SARS 3CLpro inh, PriA SSB inh, MazF activator, GDH-TPI counter, UGM FP inh, Vc quorum ag, VHR inh abs
Cc1cc(C=O)c(C)n1-c1ccc(NC2CCCCC2)c([N+](=O)[O-])c1
 : -5.1, 2, 4, 7, 56, -11, 1, -1.9, -1.4, -17
CCOc1ccc(NS(=O)(=O)c2ccc(C(=O)N(C)CC(=O)Nc3ccc(OC)cc3)cc2)cc1
 : x, 4, -1, x, -1, 0, 5, 2.8, -0.3, x
NS(=O)(=O)c1cccc(NC(=O)CN2CCC(Cc3ccccc3)CC2)c1
 : -0.9, -2, 7, 6, -1, -6, 1, u, -0.6, -6
Cc1cc(C)c2nc(SCC(=O)NCC3CCCO3)c(C#N)cc2c1 (centres undefined)
 : x, 2, 11, 3, -12, -8, 10, 0.7, -0.4, -27
O=C(CNC(=O)c1n[nH]c2ccccc12)Nc1cc(Cl)ccc1Cl
 : -1.3, 8, 0, x, -14, -13, 15, 1.2, 2.7, x
O=[N+]([O-])c1cc(C(F)(F)F)ccc1N1CCN(CCO)CC1
 : x, -7, -9, 0, -22, 5, -9, -1.8, i, 12
COc1ccc2cc(/C=N/NC(=O)CSCc3ccc([N+](=O)[O-])cc3)c(Cl)nc2c1
 : -0.5, 1, 2, 5, x, 19, 11, -0.5, i, 3
O=S(=O)(NCc1ccccn1)c1ccc(Br)s1
 : -0.4, -7, -1, -3, -7, 5, 0, 2.1, i, -4
COCCNC(=O)c1cc(-c2ccccc2)nn1Cc1cc(C)no1
 : 2.6, 3, -2, x, -6, 5, 3, 3.3, -0.6, x
CN1CCCN(Cc2cccc3ccccc23)CC1
 : -1.6, 5, -1, 3, -20, -1, 3, -0.5, -0.4, 14
O=C(CN1N=C(c2ccccc2)CCC1=O)NCc1ccccc1
 : x, -3, 12, 3, -8, 18, 4, -1.6, i, 22
O=C(O)c1cc(NC(=O)c2ccc3c(c2)C(=O)N(Cc2ccccc2)C3=O)cc(C(=O)O)c1
 : -4.5, 7, -1, 2, -1, 0, 12, 2.8, i, 5
C[C@H]1CN([C@@H](C)CO)C(=O)CCCn2nncc2CO[C@@H]1CN(C)C(=O)c1ccncc1
 : -4.0&-2.3, 4, x, x, x, 4, 11, x, -0.4, x
CN(C)CCn1ccc(O)c(Cc2ccc(Cl)cc2)c1=O
 : -1.4, 1, -1, 2, -2, 1, 0, -1.2, -0.8, 28
CCn1c(=O)[nH]c2cc(C(=O)Nc3cc(C)cc(C)c3)ccc2c1=O
 : x, 2, 5, 0, -11, -30, 5, 0.3, -1.0, 27
CCc1c(O)nc2sc3ccccc3n2c1=O
 : -1.1, -4, 1, 3, -14, 1, 6, 0.0, i, 27
COC(=O)c1ccc(C2C(C#N)=C(N)Oc3cc(N)ccc32)cc1 (centres undefined)
 : 1.5, 3, 3, -4, 3, 8, 3, 0.3, 0.0, -10
CC(=O)N(c1ccc(Br)cc1)C1C=CS(=O)(=O)C1 (centres undefined)
 : 2.2, 5, 0, -3, -10, 13, -12, 0.3, i, 11
O=S(=O)(Nc1ccccc1)N1CCCCC1
 : 1.2, 2, x, x, -15, 11, 0, x, 0.4, x
CCCN1CCCC(C(=O)c2cc(C)c(OC)c(C)c2)C1 (centres undefined)
 : 0.6, 0, -10, -5, -13, 4, 3, 2.1, -0.8, 42
